# RORgamma inh = ROR gamma (mouse) transcription inhibition | P51450 | Drosophila S2 Gal4-RORgamma UAS-luciferase reporter, 20 h | Potency, µM (top dose mostly 53.6 µM), for the others: at the highest dose activity change, negative = inhibition, most hits filed as inhibitors | actives 5.4% (n = 310,000); further: potency means the concentration at half of the fitted maximal effect; on the % scale 0 is the no-effect control and ±100 the full control effect; nearly all actives have a fitted effect of over 60% in size
#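 Drosophila S2 cells stably expressing Gal4-DBD/mouse RORγ fusion under metallothionein promoter plus UAS-luciferase; compound 1 h, then 700 uM CuSO4 induction for 20 h at ambient temperature; inhibition read as reduced luminescence.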
# Rab9 prom act = activators of Rab9 promoter. Huh7 Rab9 promoter-luciferase reporter, luminescence, 24 h. Potency, µM (titrated, usually from 9.22 µM), for the others: top-dose activation, negative = inhibition, hits mostly activators. actives 2.8% (n = 320,000); further: potency means the concentration at half of the fitted maximal effect; % of control where 0% means no effect; nearly all actives have a fitted effect of over 60% in size
#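 Luciferase signal after 10 min detection reagent at ambient indicates Rab9 promoter upregulation; stably transfected Huh7 cells were treated 24 h with compound in DMSO at 37 °C, 5% CO2.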
# FLuc counter = counter-screen for miR-21 project: firefly luciferase inhibitors or activators; P08659; purified FLuc, Km substrates, luminescence inhibition; Potency, µM (titrated, usually from 57.5 µM), inactives show at the highest dose activity change, negative = inhibition, actives largely listed as inhibitors; actives 6.9% (n = 360,000); AID 588342;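 further: potency means the concentration at half of the fitted maximal effect; plate controls were vehicle for no effect and reference inhibitor for full effect; nearly all actives have a fitted effect of over 55% in size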
#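 Purified P. pyralis luciferase, 10 nM final, with Km-level 10 uM D-luciferin and 10 uM ATP in 50 mM Tris acetate pH 7.5, 10 mM Mg acetate, 0.01% Tween-20, 0.05% BSA; 6-point qHTS titration about 60 µM downward; luminescence read.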
# Gal4-VP16 FLuc = inhibits Gal4-VP16 luciferase reporter, ROR gamma counter-screen | Drosophila S2 Gal4-VP16 UAS-luciferase, luminescence, 20 h | Potency, µM (series often up to 53.6 µM), for inactives: top-dose activity, negative = inhibition, most hits filed as inhibitors | actives 3.5% (n = 310,000);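 further: Gal4-VP16 expression switched on by copper sulfate through the metallothionein promoter; potency means the concentration at half of the fitted maximal effect; on the % scale 0 is the no-effect control and ±100 the full control effect; nearly all actives have a fitted effect of over 50% in size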
# BRCA1 expr up = BRCA1 expression activation | Potency, µM (titrated, usually from 46.1 µM), without a hit: at the highest dose activation, most hits filed as activators | actives 1.1% (n = 380,000) | MCF7-BRCA1-FFLuc reporter, luminescence, 48 h; response scale: scaled: vehicle 0%, 10 µM genistein 100%; further: potency means the concentration at half of the fitted maximal effect; nearly all actives have a fitted effect of over 80% in size; some results filed as inactive show a strong effect at the top dose
#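 Cells: MCF7-BRCA1-FFLuc, 2000/well. Exposure: 48 h, 37 °C, 5% CO2. Read: luminescence, 15 min post-substrate. Controls: genistein 10 microM (maximal activation), DMSO (neutral).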
# ELG1 genotoxic = inducers of genotoxicity in HEK293T ELG1-luciferase cells | HEK293T ELG1-luciferase reporter, luminescence, 16 h | Potency, µM (top dose mostly 46 µM), without a hit: at the highest dose activity change, positive = activation, actives largely listed as activators | actives 1.3% (n = 330,000); further: potency means the concentration at half of the fitted maximal effect; % of control where 0% means no effect; nearly all actives have a fitted effect of over 60% in size
#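 Cells (2,000/well) expressing the ELG1-luciferase fusion are dosed by pin tool and kept 16 hr at 37 °C, 5% CO2. Signal comes from ONE-Glo luciferase reagent after 30 min at room temperature.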
# PKM2 activator = increases activity of human pyruvate kinase M2; P14618; purified PKM2, Kinase-Glo ATP luminescence, activation; response scale: 0% is enzyme alone, no compound; Potency, µM (top dose mostly 57.5 µM), inactives show at the highest dose activation, usual class: activators; actives 0.34% (n = 260,000); further: potency means the concentration at half of the fitted maximal effect; on the % scale 0 is the no-effect control and ±100 the full control effect; nearly all actives have a fitted effect of over 55% in size
#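 hPK-M2, >95% pure; 0.1 mM ADP / 0.5 mM PEP final; imidazole pH7.2 buffer w/ 7 mM MgCl2, 50 mM KCl; 1 h RT; Kinase-Glo lum. Intermediate enzyme activity for dual inhibitor/activator qHTS.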
# NPC1 promoter act = activates the NPC1 promoter; Huh7 NPC1 promoter luciferase reporter, 24 h; Potency, µM (titrated, usually from 9.22 µM), for the others: at the top dose activation, actives largely listed as activators; actives 2.4% (n = 320,000);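 further: potency means the concentration at half of the fitted maximal effect; % of control where 0% means no effect; nearly all actives have a fitted effect of over 60% in size; reporter is driven by a mutant NPC1 promoter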
#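 Stably transfected Huh7 (NPC1 promoter→luciferase), 1500 cells/well in Opti-MEM + 10% FBS, 2 h settle, then compound 24 h at 37 °C. Luminescence after 10 min with Amplite reagent.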
# p53 reactivator = re-activators of mutant p53; H1299 p53-A138V BP100-luciferase reporter, luminescence, 24 h; Potency, µM (titrated, usually from 92.2 µM), inactives show at the top dose activity change, positive = activation, most hits filed as activators; actives 0.063% (n = 320,000); further: potency means the concentration at half of the fitted maximal effect; % of control where 0% means no effect; nearly all actives have a fitted effect of over 45% in size
#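 H1299 (p53-null), stable ts p53-A138V + BP100-Luc; 1000 cells/well, Opti-MEM/10% FBS; cpd 4 pt, 1:5; 24 h, 37 deg C, 5% CO2; detection reagent 10 min RT; luminescence.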
# Menin-MLL TR inh = menin-MLL binding inhibition, Texas Red mutant peptide; O00255; Potency, µM (doses to about 61.6 µM), without a hit: top-dose FP activity change, negative = inhibition, actives largely listed as inhibitors; AID 1768; Menin + Texas Red MLL mutant peptide, fluorescence polarization; actives 0.23% (n = 270,000); active means well fitted inhibition curve with a large enough effect in the polarisation, with a control signal flat, not every such curve was filed as active; inconclusive means small, poorly fitted or top-dose-only effect, or effect the other way, or a change in a side signal; inactive means no such curve, though single readings can be large or run the other way; the % refers to the polarisation; further: potency means the concentration at half of the fitted maximal effect; % of control where 0% means no effect; many of its hits are not listed in these tables
# Target sequence (O00255 whole entry, looked up): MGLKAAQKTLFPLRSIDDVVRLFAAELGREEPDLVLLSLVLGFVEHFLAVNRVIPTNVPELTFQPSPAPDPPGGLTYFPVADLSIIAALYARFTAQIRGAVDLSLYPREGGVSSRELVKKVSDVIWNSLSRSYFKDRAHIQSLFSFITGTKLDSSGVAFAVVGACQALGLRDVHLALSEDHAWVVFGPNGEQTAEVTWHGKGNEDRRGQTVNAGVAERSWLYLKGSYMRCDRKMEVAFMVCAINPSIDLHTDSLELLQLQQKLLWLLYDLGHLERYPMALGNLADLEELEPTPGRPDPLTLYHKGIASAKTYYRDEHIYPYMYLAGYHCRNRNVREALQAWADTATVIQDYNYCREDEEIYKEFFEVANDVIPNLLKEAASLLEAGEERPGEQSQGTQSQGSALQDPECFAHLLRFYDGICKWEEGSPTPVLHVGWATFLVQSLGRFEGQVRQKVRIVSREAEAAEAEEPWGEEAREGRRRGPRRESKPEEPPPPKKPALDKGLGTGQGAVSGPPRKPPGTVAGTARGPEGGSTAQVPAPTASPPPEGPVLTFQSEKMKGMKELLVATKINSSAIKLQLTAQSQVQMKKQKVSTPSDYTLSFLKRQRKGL
# Giardia killer = kills Giardia lamblia; Giardia lamblia trophozoite viability; activity change, % at 7.66 µM, hits read low; actives 0.15% (n = 340,000); AID 540267; in the data active means activity change below about -80%; inconclusive means between about -30% and that limit;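 further: parasites exposed to compound for two days anaerobically before the ATP read; on the % scale 0 is the no-effect control and ±100 the full control effect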
#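 Viability, read as ATP luminescence: trophozoites at 100 cells/well, compound added, 48 hrs anaerobic at 37 deg C, then 15-30 min room-temperature development before reading.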
# An asterisk follows results filed as active; ? = inconclusive; . = not tested or not shown; [ ] = dose if it differs, or a comment. Unless noted, the call rests on the fitted dose curve; in most records, active means well fitted curve in the direction sought with a large enough effect; inconclusive means small, poorly fitted or top-dose-only effect, or another doubt; inactive means no such curve, though single readings can be large; an effect the other way counts as inactive or inconclusive.
SMILES,RORgamma inh,Rab9 prom act,FLuc counter,Gal4-VP16 FLuc,BRCA1 expr up,ELG1 genotoxic,PKM2 activator,NPC1 promoter act,p53 reactivator,Menin-MLL TR inh,Giardia killer
O=S(=O)(c1ccc(Br)cc1)n1ccc2ccccc21,36%,-2%,-1%,?,-30%,-5%,?,1%,-6%,37%[activator],-4
CCN(CC)CC(C(=O)N(CC)CC)P(=O)(c1ccccc1)c1ccccc1 (centres undefined),-2%,8%,0%,18%,-7%,4%,-22%,3%,15%,?,-12
Cc1ccc(OCCCC(=O)NNC(=O)c2ccncc2)cc1,.,2%,1%,.,-12%,-12%,.,1%,5%,.,1
CC(=O)Nc1ccc(NC(=O)c2ccc(COc3ccc4c(C)cc(=O)oc4c3)cc2)cc1,6%[10 µM],0%,-3%,-2%,.,0%,0%,-2%,-1%,-5%,.
CC1CCN(S(=O)(=O)c2ccc(N=NC3=C(O)CC(C)(C)CC3=O)cc2)CC1,20%,8%,0%,-16%,16%,-1%,-15%,0%,-1%,-5%,4
Cc1ccc(N2C(=O)N(CC(=O)Nc3ccc(C)c(C)c3)C(=O)C2C)cc1 (centres undefined),.,-5%,?,.,0%,-2%,.,0%,5%,.,-6
COc1ccc(/C=N/NC(=O)c2ccoc2C)cc1O,18%[10 µM],24%,?,-11%,83%,?,-17%,12%,15%,-3%,-7
CC(C)CC(=O)Nc1ccc(C(=O)Nc2cccc(O)c2)cc1,6%,?,17µM*,-5%,?,?,2%,30%,13%,19%,-4
Cc1ccc(-n2nc3c(c2NC(=O)c2cccs2)CSC3)cc1,-4%,-3%,4%,-3%,-2%,-2%,1%,-5%,-10%,?,-14
COc1cc(OC)c(S(=O)(=O)Nc2ccc(C)cn2)cc1NC(C)=O,7%,3%,0%,-2%,-7%,1%,-6%,-10%,2%,10%,-16
CC1CN(C(=O)COC(=O)COc2ccc(C#N)cc2)CC(C)O1 (centres undefined),.,0%,-2%,.,3%,4%,.,-1%,3%,.,-16
O=C(OCC(=O)N1CCCC1)c1ccc(Cl)c([N+](=O)[O-])c1,-13%,5%,2%,14%,-5%,2%,.,2%,10%,.,11
O=S(=O)(c1ccccc1)c1cnn2c(C(F)(F)F)cc(-c3ccc(F)cc3)nc12,-15%,4%,1%,0%,-1%,7%,3%,-3%,5%,.,6
Cc1cc(OCC(=O)NC2CCCCC2)ccc1Cl,21%,16%,?,15%,49%,10%,-5%,11%,24%,-13%,-4
CC(C)(Oc1cccc2ccccc12)C(=O)O,-16%,.,3%,-3%,-8%,.,0%,.,.,-13%,-16
O=C(Nc1ccccc1Cl)OCc1cncs1,12%,6%,-18%,-2%,?,13%,0%,15%,11%,3%,0
O=C(NC(Cc1ccccc1)C(=O)N1CCCCC1)c1ccccc1 (centres undefined),.,5%,-13%,.,-16%,-17%,.,-4%,-9%,.,0
Cc1ccc(-c2c(C(=O)N/N=C/c3cccs3)nnn2-c2nonc2N)cc1,7.1µM*,-4%,-2%,5.6µM*,-32%,-2%,.,2%,-9%,.,4
CO/N=C/c1ccc(N2CCCC2)c([N+](=O)[O-])c1,5%,20%,17µM*,17%,53%,-1%,4%,9%,8%,12%,-26
N#Cc1c(N)n(CCNC(=O)c2cccs2)c2nc3ccccc3nc12,16%,-2%,-1%,-13%,-10%,5%,30%,-2%,-4%,?,-6
CC(C)(C)OC(=O)N[C@@H](Cc1c[nH]c2ccccc12)c1nnc(SCC(N)=O)o1,14%,0%,3%,5%,5%,0%,-2%,-3%,0%,-8%,-6
COc1cc([C@@H]2c3cc4c(cc3[C@@H](O)[C@H]3COC(=O)[C@H]23)OCO4)cc(OC)c1O[Si](C)(C)C(C)(C)C,?,-16%,-3%,4%,-96%[inhibitor],-5%,-2%,-9%,-14%,.,-21
COCCN(CC(=O)Nc1ccccc1C(F)(F)F)C(=O)/C=C/c1cc(Cl)c2c(c1)OCO2,.,3%,4%,.,-8%,-3%,.,0%,-1%,.,-29
CC(=O)Nc1ccc(NC(=O)CCC(=O)Oc2ccc(C)cc2)cc1,-15%,0%,3%,0%,0%,7%,.,-3%,0%,4%,-2
O=C(Nc1ccccc1)c1nc[nH]c1C(=O)N1CCc2ccccc2C1,.,2%,12%,.,-9%,0%,.,-3%,-11%,.,6
COc1ccc(-c2cc(C(=O)NNC(=S)NC(=O)c3c(-c4ccccc4)noc3C)[nH]n2)cc1,?,2%,9.5µM*,-23%,0%,-8%,0%,-4%,17%,?,-3
Cc1ccc(S(=O)(=O)N(C)c2ccc(OCC(=O)OCc3c(C)noc3C)cc2)cc1,15%,-1%,1%,27%,-7%,0%,-6%,-2%,0%,-25%,3
COc1ccc(CNC(=O)Cc2ccc(NC(=O)C3=C(C)OCCS3)cc2)cc1,?,?,1.2µM*,?,48%,16µM*,.,24%,?,.,?
Cc1nn2c(-c3ccc(F)cc3)ccnc2c1Cl,22%,3%,1%,-5%,-31%,3%,.,0%,5%,9%,7
C/C(=N/NC(=O)c1ccc(Cn2cccn2)o1)c1cccc(NC(=O)c2ccncc2)c1,.,-2%,?,.,4%,-1%,2%,3%,.,-16%,23
CCOc1nc(-c2ccccc2O)nc2ccccc12,11%,-1%,-1%,1%[0.365 µM],-54%,1%,3%,-1%,3%,36%[activator],-1
CCCn1c(SCC(=O)NC)nnc1C(C)C,-6%,4%,3%,-3%,-3%,1%,-4%,5%,-4%,-9%,17
CCCCCCSc1nnc(N)s1,-13%,4%,-5%,-5%,0%,4%,6%,1%,-1%,.,9
O=C(CN(C1CCCCC1)S(=O)(=O)c1ccccc1)N1CCCC1,2%,-1%[1.84 µM],-2%,-1%,0%,2%,4%,-2%,2%,-17%,-1
CCOc1cc2[nH]c(=O)n(CCC(=O)NCCc3ccccc3)c(=O)c2cc1OCC,-12%,-4%,-1%,0%,4%,0%,-1%,1%,1%,-11%,23
CCC(C(=O)NC1CCCC1)N(C(=O)Cn1nnc(-c2ccc(C)o2)n1)c1cccc(OC)c1 (centres undefined),4%,0%,0%,7%,-11%,1%,-1%,-1%,7%,-6%,6
NC1CCN(c2c(F)cc3c(=O)c(C(=O)O)cn(C4CC4)c3c2Cl)C1 (centres undefined),9%,-2%,-3%,-15%,8%,1%,-2%,-2%,3%,.,-25
CN1CCN(S(=O)(=O)c2ccc(NC(=S)NC(=O)C3CCCC3)cc2)CC1,?,-4%,-1%,10%,1%,-1%,3%,-5%,4%,4%,20
Cc1cccc(Nc2nc(N)nc(CN3CCN(C)CC3)n2)c1,7%,-1%,0%,12%,7%,-5%,-8%,4%,-1%,7%,-3
C=CCc1cccc2cc(C(=O)N3CCN(C(=O)c4ccccc4)CC3)c(=O)oc12,18%,5%,3%,2%,7%,-10%,.,-6%,3%,.,0
CC1=CC(=O)C(C(C)C)=C/C1=N\OC(=O)c1cccc2nc(C)oc12,-22%,0%,0%,-5%,-1%,0%,-1%,0%,-4%,9%,-2
COC(=O)C1Sc2[nH]c(=O)sc2C2c3ccccc3OC(=O)C12 (centres undefined),9%,10%,0%,-2%,-4%[1.84 µM],2%,3%,0%,-1%,11%,4
Cn1nccc1C(=O)N1CCN(c2cccc(C(F)(F)F)c2)CC1,-1%,0%,0%,-8%,6%,18%,4%,1%,1%,.,18

# At a glance, four of the compounds above:
SMILES,RORgamma inh,Rab9 prom act,FLuc counter,Gal4-VP16 FLuc,BRCA1 expr up,ELG1 genotoxic,PKM2 activator,NPC1 promoter act,p53 reactivator,Menin-MLL TR inh,Giardia killer
C=CCc1cccc2cc(C(=O)N3CCN(C(=O)c4ccccc4)CC3)c(=O)oc12,18%,5%,3%,2%,7%,-10%,.,-6%,3%,.,0
CC1=CC(=O)C(C(C)C)=C/C1=N\OC(=O)c1cccc2nc(C)oc12,-22%,0%,0%,-5%,-1%,0%,-1%,0%,-4%,9%,-2
COC(=O)C1Sc2[nH]c(=O)sc2C2c3ccccc3OC(=O)C12 (centres undefined),9%,10%,0%,-2%,-4%[1.84 µM],2%,3%,0%,-1%,11%,4
Cn1nccc1C(=O)N1CCN(c2cccc(C(F)(F)F)c2)CC1,-1%,0%,0%,-8%,6%,18%,4%,1%,1%,.,18

# The list is partial; rates above refer to the full screens.
